# Bioassay records deposited in PubChem BioAssay by several laboratories.
# M5 antag – human M5 muscarinic receptor antagonists, primary screen, CHO cells, Fluo-8 calcium fluorescence; Muscarinic acetylcholine receptor M5 (Homo sapiens), P08912; CHO-hM5 cells, ACh EC80; inhibition, % at 3 µM; 360,000 tested, 0.59% active;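 active = inhibition above a per-plate cutoff, the mean of that plate's test compounds plus 3 SD, cut at about 27% in these data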;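 also: 0% = acetylcholine EC80 with DMSO and 100% = DMSO without agonist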
# TAAR1 ag – human TAAR1 agonists, primary screen, Fluo-8 calcium fluorescence, CHO RD-HGA16 cells. Trace amine-associated receptor 1 (Homo sapiens), Q96RJ0. vehicle wells 0%, saturating PEA agonist 100%. activation, % at 3 µM. 360,000 tested, 0.99% active. AID 624467, 2012;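 active = activation above the mean activation of all test compounds in the run plus 3 SD, cut at about 38% in these data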
# Target sequence (Q96RJ0 whole entry, looked up): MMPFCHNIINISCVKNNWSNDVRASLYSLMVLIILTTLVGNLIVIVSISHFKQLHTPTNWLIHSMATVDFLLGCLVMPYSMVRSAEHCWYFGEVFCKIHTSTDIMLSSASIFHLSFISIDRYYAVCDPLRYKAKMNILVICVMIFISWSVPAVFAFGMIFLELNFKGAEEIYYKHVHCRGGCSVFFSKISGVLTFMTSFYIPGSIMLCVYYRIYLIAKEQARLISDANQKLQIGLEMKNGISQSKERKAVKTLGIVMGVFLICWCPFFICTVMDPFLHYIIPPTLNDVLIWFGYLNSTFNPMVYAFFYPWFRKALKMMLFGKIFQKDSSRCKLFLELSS
#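 Test system: RD-HGA16 (CHO) cells co-expressing Gα16 and hTAAR1 / Benchmarks: DMSO vehicle as 0%, PEA at EC100 as 100% / Repeats: no replicates (n 1) / Measure: % activation from peak over basal fluorescence ratio, DMSO-to-PEA scaled / Timing: 17-24 h plating, Fluo-8 75 min 37 °C, 30 min RT / Technique: kinetic Fluo-8 calcium fluorescence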
# CRFBP-R2 block – antagonists of CRF-BP/CRF-R2 complex, primary screen, cell-based, HEK293, calcium dye fluorescence, uHTS; CRF-induced calcium fluorescence; inhibition, % at 11.8 µM; 350,000 tested, 0.59% active;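 active = inhibition of the ligand-induced calcium signal above about 50% at the single tested concentration, limit read from the data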
# M5 ag – human M5 muscarinic receptor agonists, primary screen, CHO-K1 cells, Fluo-8 calcium fluorescence; Muscarinic acetylcholine receptor M5 (Homo sapiens), P08912; CHO-K1 hM5 cells; 0% DMSO wells, 100% maximal acetylcholine response; activation, % at 3 µM; 360,000 tested, 0.19% active;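 active = activation above the run's mean over test compounds plus 3 SD, cut at about 23% in these data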;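 also: signal is peak over basal fluorescence ratio across the kinetic read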
# CRFBP-R2 agonist – agonists of CRF-BP/CRF-R2 complex, primary screen, cell-based, HEK293, calcium dye fluorescence, uHTS; 350,000 tested, 0.46% active; activation, % at 13.2 µM; calcium dye fluorescence (FLIPR); percent of saturating CRF peptide response;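 active = activation of at least 50%, plus an integration ratio under a set limit after plate pattern correction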;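 also: plate controls were neutral control wells without compound for no effect and CRF at EC100 for full effect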
# M5 PAM – human M5 muscarinic receptor positive allosteric modulators, primary screen, CHO-K1 cells, Fluo-8 calcium fluorescence; Muscarinic acetylcholine receptor M5 (Homo sapiens), P08912; CHO-K1 hM5, ACh EC20 PAM; 0% = ACh EC20, 100% = ACh EC100; activation, % at 3 µM; 360,000 tested, 0.3% active;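 active = activation above the run cutoff, the mean activation of all test compounds plus 3 SD, cut at about 18% in these data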
#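 Assay system: CHO-K1 hM5 cells. Also added: acetylcholine at EC20 concentration, added after compound. Dosing: 3 µM, single dose. Times: compound preincubation 140 s before EC20 acetylcholine addition. Signal: Fluo-8 calcium fluorescence. Measure: % activation relative to EC20 and EC100 ACh responses. Repeats: singlicate, one well per test compound.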
# TAAR1 antagonist – human TAAR1 antagonists, primary screen, Fluo-8 calcium fluorescence, CHO RD-HGA16 cells. antagonist. inhibition, % at 3 µM. 360,000 tested, 1.5% active;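 active = inhibition above a per-plate cutoff, the mean inhibition of test compounds on that plate plus 3 SD, cut at about 49% in these data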;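 also: 0% = DMSO plus EC80 beta-PEA response and 100% = DMSO alone without agonist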
#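 Test system – hTAAR1-expressing CHO RD-HGA16 cells, Gα16-coupled · Reagent – β-PEA at EC80 concentration, post-compound challenge · Compound dosing – 3 µM, single point · Timing – 140 s kinetic read after compound, 140 s after agonist · Detection – Fluo-8 intracellular calcium dye fluorescence, real-time kinetic reads · Control set – DMSO and EC80 PEA controls · Repeats – n of 1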
# M4 PAM – human M4 muscarinic receptor positive allosteric modulators, primary screen, CHO-K1 cells, Fluo-8 calcium fluorescence; Muscarinic acetylcholine receptor M4 (Homo sapiens), P08173; CHO-K1 hM4/Gqi5, ACh EC20; 0% = ACh EC20, 100% = maximal ACh; activation, % at 3 µM; 360,000 tested, 0.4% active; AID 624126, 2012;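 active = activation above its plate's cutoff, the mean activation of sample wells plus 3 SD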; also: some results filed as inactive read as strong as hits
# Target sequence (P08173 whole entry, looked up): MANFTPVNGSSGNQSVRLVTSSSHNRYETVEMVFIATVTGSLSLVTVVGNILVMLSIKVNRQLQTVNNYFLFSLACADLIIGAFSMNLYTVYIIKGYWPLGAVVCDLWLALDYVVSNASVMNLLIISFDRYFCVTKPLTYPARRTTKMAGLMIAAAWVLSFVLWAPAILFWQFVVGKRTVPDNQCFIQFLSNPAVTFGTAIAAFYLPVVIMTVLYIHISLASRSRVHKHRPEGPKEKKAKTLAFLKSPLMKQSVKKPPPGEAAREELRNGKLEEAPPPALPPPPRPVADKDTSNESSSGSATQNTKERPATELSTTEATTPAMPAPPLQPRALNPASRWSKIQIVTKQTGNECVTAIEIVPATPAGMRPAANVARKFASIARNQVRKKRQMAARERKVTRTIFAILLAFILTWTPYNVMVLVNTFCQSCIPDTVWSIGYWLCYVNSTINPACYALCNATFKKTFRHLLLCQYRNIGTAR
# CHO-K1 Ca PAM – nonselective calcium activators in parental CHO-K1 cells, primary screen, counter-screen for M1 PAM project, cell-based, Fluo-8 calcium fluorescence, full deck, 1536-well; 360,000 tested, 0.02% active; activation, % at 3 µM; ATP EC20; 0% at ATP EC20, 100% at ATP max;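 active = activation above the run cutoff, the mean activation of all test compounds plus 3 SD, cut at about 40% in these data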;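 also: peak over basal fluorescence ratio in a 140 s read after ATP addition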
# The depositor's hits bear a star; . = not tested or not shown. Hits appear at their usual frequency; about 4.2% have a hit in one of these screens.
No.	molecule	M5 antag	TAAR1 ag	CRFBP-R2 block	M5 ag	CRFBP-R2 agonist
1	O/N=C(\C[n+]1ccccc1)c1ccc(Br)cc1	11.5	11.5	-7.5	-6.9	-0.4
2	CCCC(=O)Nc1ccc(NCc2ccc(C)s2)cc1	10.5	5.6	1.1	-0.8	-3.4
3	NC(CSC12CC3CC(CC(C3)C1)C2)C(=O)O (centres undefined)	-3.1	17.0	-4.3	0.4	0.3
4	COc1ccc(C2CC(=O)c3cnc(Nc4cc(C)cc(C)c4)nc3C2)cc1 (centres undefined)	-3.8	12.3	-12.1	-6.7	-0.7
5	CCOc1ccc(N2C(=O)NC(Cc3c[nH]c4ccccc34)C2=O)cc1 (centres undefined)	3.8	-0.3	-20.9	-4.2	-1.3
6	COc1ccc(C(=O)NC2CCCc3c2cnn3-c2cc(F)cc(F)c2)c(OC)n1 (centres undefined)	-6.1	-2.9	2.1	-5.4	-0.6
7	O=C(CSc1cccc2cccnc12)N1CCCC1	10.2	5.6	-1.8	-0.9	2.2
8	CCc1cc2c(=O)c(-c3ccc4c(c3)OCCO4)coc2c(CN2CCCCC2C)c1O (centres undefined)	7.5	6.0	-3.7	-1.7	-0.8
9	CCOC(=O)N1CCN(C(=O)CSc2nc3c([nH]c4ccccc43)c(=O)n2CC)CC1	-7.9	4.9	-0.3	-0.4	-0.3
10	CCCC(=O)N(CCN1CCOCC1)c1nc2c(OC)ccc(C)c2s1	11.9	1.5	-18.8	-2.0	-0.5
11	COc1ccc(CCN(C)C(=O)CSc2ncnc3sccc23)cc1OC	-1.3	2.3	-17.3	-2.3	1.7
12	Cc1[nH]nc2c1C(c1ccc(OC(=O)c3ccco3)cc1)C(C#N)=C(N)O2 (centres undefined)	1.1	5.4	22.5	-2.4	-1.3
13	COc1cccc(CC(NC(C)=O)C(=O)NC2CCN(c3c(Cc4ccccc4)c(C)nc4ncnn34)CC2)c1 (centres undefined)	4.8	13.3	9.1	2.4	-1.6
14	Cc1cc(C)c(CN2CCN(CCCn3ccc(NC(=O)OCc4ccccc4)nc3=O)CC2)c(C)c1	7.2	15.9	-19.7	-1.7	-4.3
15	CC(NC(=O)NC1CCCCC1)C(c1cccs1)N1CCN(Cc2ccccc2)CC1 (centres undefined)	-3.5	-0.1	-27.7	-5.0	-0.6

No.	M5 PAM	TAAR1 antagonist	M4 PAM	CHO-K1 Ca PAM
1	-9.8	-16.6	2.8	17.0
2	4.1	2.6	0.3	16.2
3	4.8	8.4	4.6	14.9
4	-6.1	-5.3	6.8	5.5
5	-4.4	1.3	-7.8	14.5
6	8.0	-12.1	7.7	29.8
7	4.0	11.9	-1.1	18.1
8	-0.3	2.5	-2.9	-17.7
9	-5.4	41.8	-0.9	15.2
10	-6.0	-22.4	-3.3	-11.6
11	0.2	-0.2	-1.8	18.4
12	-4.1	-9.3	13.3	-1.2
13	-8.0	34.4	-16.5	18.6
14	-9.2	-8.4	-10.5	30.4
15	3.0	-13.4	1.0	16.9

# Grouped by structure: those above containing an aryl thioether with sulfur outside any ring (3)
No.	molecule	M5 antag	TAAR1 ag	CRFBP-R2 block	M5 ag	CRFBP-R2 agonist
7	O=C(CSc1cccc2cccnc12)N1CCCC1	10.2	5.6	-1.8	-0.9	2.2
9	CCOC(=O)N1CCN(C(=O)CSc2nc3c([nH]c4ccccc43)c(=O)n2CC)CC1	-7.9	4.9	-0.3	-0.4	-0.3
11	COc1ccc(CCN(C)C(=O)CSc2ncnc3sccc23)cc1OC	-1.3	2.3	-17.3	-2.3	1.7

No.	M5 PAM	TAAR1 antagonist	M4 PAM	CHO-K1 Ca PAM
7	4.0	11.9	-1.1	18.1
9	-5.4	41.8	-0.9	15.2
11	0.2	-0.2	-1.8	18.4

# (list continues)
No.	molecule	M5 antag	TAAR1 ag	CRFBP-R2 block	M5 ag	CRFBP-R2 agonist
16	Cc1noc(C)c1NC(=O)Nc1cccc2c1O[C@H](CN(C)S(=O)(=O)c1cccs1)[C@@H](C)CN([C@H](C)CO)C2=O	-4.8	8.9	10.0	0.4	-0.7
17	COc1ccccc1CC(NC(C)=O)C(=O)NC1CCN(C(=O)Nc2cccc(F)c2)CC1 (centres undefined)	2.0	1.3	-11.3	-2.6	1.1
18	O=C(NCCCn1ccnc1)C(=O)c1cn(CC(=O)N2CCCCCC2)c2ccccc12	-5.1	6.7	20.1	-1.3	4.4
19	CCOc1ccccc1NC(=O)CSc1nnc(CNC(=O)COc2ccc(Cl)cc2)o1	5.0	2.4	0.0	-3.8	0.1
20	Cc1ccc(S(=O)(=O)N2CCC(C(N)=O)CC2)cc1[N+](=O)[O-]	-2.9	-0.2	6.0	1.6	0.4
21	COc1ccccc1C(N)=S	12.3	7.6	13.4	-0.4	-1.0
22	CC/C(CC(=O)C(F)(F)F)=N\NC(=O)/C(C#N)=C/N(C)C	9.1	1.4	-11.3	3.0	0.9
23	COc1ccc(C)cc1-n1nnnc1SCC(=O)c1ccc2c(c1)OCCO2	3.3	12.0	-12.8	-2.9	3.3
24	CN1CCN(C(=O)c2cccc3c(-c4ccc(F)c(F)c4)coc23)CC1	9.4	.	.	-1.7	.
25	CC(=O)c1sc(NC(=O)CCCOc2ccc(Cl)cc2)nc1C	1.0	6.4	-8.2	-1.0	-0.7
26	CCOc1ccc(N2C(=O)CC(SC(=NC)Nc3ccc4c(c3)OCO4)C2=O)cc1 (centres undefined)	1.6	12.1	4.4	-6.2	0.9
27	COc1cc(C2NC(=S)NC(O)(C(F)(F)F)C2C(=O)c2cccs2)cc(OC)c1O (centres undefined)	-7.5	8.1	11.2	-2.4	4.4
28	O=C1N2CCCCC1(c1ccccc1)CCCC2	9.5	-1.0	.	0.5	.
29	CCN1C/C(=C/c2ccc(N3CCOCC3)cc2)C(=O)/C(=C/c2ccc(N3CCOCC3)cc2)C1	18.2	25.2	-126.2	15.2	114.5*
30	CN(C)S(=O)(=O)c1cccc(NC(=O)c2ccc(S(=O)(=O)N3CCCC3)cc2)c1	8.1	11.2	49.6	-4.9	6.2

No.	M5 PAM	TAAR1 antagonist	M4 PAM	CHO-K1 Ca PAM
16	-3.2	-15.1	-9.7	2.4
17	5.3	-14.4	1.2	21.9
18	10.7	-17.4	10.4	3.1
19	1.1	1.9	-1.9	17.5
20	13.9	-7.6	1.0	13.8
21	-8.1	-7.9	3.4	14.5
22	6.2	-3.5	1.6	15.9
23	-10.7	14.4	-3.0	-2.8
24	-4.1	.	-1.7	12.4
25	9.2	9.4	12.2	6.7
26	1.4	-7.3	-4.8	19.4
27	3.8	0.6	5.0	8.9
28	-4.9	14.6	-0.1	7.2
29	-9.7	40.2	-12.6	6.2
30	-5.2	-4.0	-7.3	5.3

# Continued.
No.	molecule	M5 antag	TAAR1 ag	CRFBP-R2 block	M5 ag	CRFBP-R2 agonist
31	O=S(=O)(/N=C(/Sc1ccccc1)c1ccccc1)c1ccccc1	3.2	5.4	15.3	-0.8	-2.0
32	COc1ccccc1Cc1c(C2CCCCC2)nc2c3ccccc3ccn12	1.0	-0.3	.	-2.6	.
33	Cc1cccc(CSc2[nH]c(=O)ncc2C)c1	-0.9	3.4	2.2	-3.9	-1.0
34	Cc1ccc(S(=O)(=O)NC(C)(C)CSc2ccccn2)cc1	2.4	1.2	23.0	-5.7	-1.8
35	COc1ccc(-c2sc3ccc(-c4ccc5c(c4)OCO5)cc3c2-c2ccc(OC)nc2)cc1	6.0	1.9	-1.8	6.9	0.1
36	CN1CCN(CC(=O)N2c3ccccc3Sc3ccccc32)CC1	64.5*	2.3	-0.1	-6.1	0.0
37	CCCN(c1ccc(OCC)cc1)c1ncnc2nc[nH]c12	-1.9	-2.6	-0.2	-1.1	1.1
38	COc1cccc(N2C(=O)CC(c3c[nH]c4ccccc34)C2=O)c1 (centres undefined)	-7.5	5.0	3.8	-4.3	2.8
39	COC(=O)c1onc(-c2c(OC)cc(OC)cc2OC)c1C(=O)OC	14.2	3.1	-34.5	1.0	-3.3
40	C=CCCC1CN(Cc2ccco2)S(=O)(=O)c2c(F)cccc2O1 (centres undefined)	0.8	-2.1	11.8	1.0	-4.8
41	CC(=O)c1ccc(Nc2nc(C(N)Cc3ccc(C(F)(F)F)cc3)cs2)cc1 (centres undefined)	4.2	52.4*	.	5.9	.
42	CC(C)n1c(CN2CCN(Cc3ccccc3)CC2)nc2ccccc21	22.0	8.1	-24.4	-19.2	1.0
43	CCCn1c(CCc2ccccc2)n[nH]c1=S	2.5	1.9	10.1	-19.8	-1.6
44	Cc1ccc(C(=O)NC(=O)CSc2ncccc2C(=O)O)cc1	-6.8	0.2	10.9	-1.7	-1.2
45	CCc1nnc(NC(=O)c2ccc(S(=O)(=O)N3CCN(Cc4ccccc4)CC3)cc2)s1	2.3	2.0	-11.6	3.8	-0.4
46	CSc1ccccc1NC(=O)C1CC(c2c(F)cccc2Cl)=NO1 (centres undefined)	5.8	-1.1	-1.7	-4.7	-2.0

No.	M5 PAM	TAAR1 antagonist	M4 PAM	CHO-K1 Ca PAM
31	6.6	-8.2	10.7	14.8
32	18.3*	-29.4	1.0	5.6
33	-0.5	-28.3	0.2	-1.2
34	-4.0	-19.5	-1.4	12.5
35	-7.2	8.3	1.4	21.7
36	-17.5	-8.1	-14.9	9.6
37	-1.5	-5.2	-4.9	13.6
38	-17.4	6.6	5.9	-2.9
39	-11.8	-16.2	-7.9	-9.0
40	-5.5	-4.6	-1.4	8.6
41	0.7	35.7	-1.2	16.1
42	-34.8	-19.0	-33.4	3.8
43	7.2	-15.2	4.1	3.1
44	4.4	1.4	10.7	4.5
45	-5.5	-14.2	2.0	11.7
46	0.7	-1.5	0.2	12.7

# An excerpt from above in order of count of non-hydrogen atoms, smallest number first:
No.	molecule	M5 antag	TAAR1 ag	CRFBP-R2 block	M5 ag	CRFBP-R2 agonist
33	Cc1cccc(CSc2[nH]c(=O)ncc2C)c1	-0.9	3.4	2.2	-3.9	-1.0
37	CCCN(c1ccc(OCC)cc1)c1ncnc2nc[nH]c12	-1.9	-2.6	-0.2	-1.1	1.1
38	COc1cccc(N2C(=O)CC(c3c[nH]c4ccccc34)C2=O)c1 (centres undefined)	-7.5	5.0	3.8	-4.3	2.8

No.	M5 PAM	TAAR1 antagonist	M4 PAM	CHO-K1 Ca PAM
33	-0.5	-28.3	0.2	-1.2
37	-1.5	-5.2	-4.9	13.6
38	-17.4	6.6	5.9	-2.9
